Screening results (PubChem)
beta cell repl = MIN6 beta-cell proliferation induction; MIN6 cells proliferation, ATPlite luminescence, 48 h; cells starved in 0.2% serum; 100% = growth in 10% serum; proliferation, % at 10 µM; 0.29% of 330,000 active;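 active = compounds whose signal lies at least 3.5 SD above the mean of all wells on their plate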;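 also: 0% = DMSO-treated cells in low-serum medium and 100% = 10% serum control; some compounds called inactive have numbers as strong as hits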
mIAP block = blocks mouse intestinal alkaline phosphatase; purified mouse IAP, CDP-Star luminescence, 30 min; inhibition, % at 10 µM; 0.2% of 330,000 active;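 active = inhibition of at least 40% at 10 µM in the primary screen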;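 also: plate controls were DMSO with enzyme for no effect and no enzyme wells for full effect; values of inactives mirror those of a sister screen read the other way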
MPTP inh = inhibitors of mitochondrial permeability transition pore; inhibition, % at 10 µM; 1.4% of 360,000 active; AID 602449; isolated mouse mitochondria, Ca2+ swelling absorbance, 30 min;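 active = inhibition of 50% or more, scaled per plate between neutral and stimulator controls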;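 also: 0% = DMSO wells given calcium and 100% = 1 mM EGTA wells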
mIAP activ = increases mouse intestinal alkaline phosphatase activity | muIAP, CDP-Star luminescence, 30 min; active compounds read high; 1 = vehicle-only enzyme signal, 0 = enzyme-free wells | activation factor at 10 µM | 0.24% of 330,000 active;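 active = activation factor of at least 2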; also: the source names both 10 and 20 µM as test concentration; values of inactives mirror those of a sister screen read the other way
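Assay system: mouse IAP enzyme; reagent: chemiluminescent substrate CDP-Star; dosing: test compounds delivered from DMSO solution; schedule: 30 min at room temperature; measured by: luminescence from enzymatic CDP-Star hydrolysis; controls: DMSO-only wells and no-enzyme negative control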
A3A deaminase = human APOBEC3A DNA deaminase inhibition; P31941; recombinant A3A, FAM/TAMRA ssDNA deamination fluorescence; inhibition, % at 20 µM; 0.41% of 330,000 active; AID 493011;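 active = at least 40% inhibition at 20 µM here, with at most 30% in a related deaminase screen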;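 also: plate controls were A3A with DMSO for no effect and wells lacking A3A enzyme for full effect; some results filed as inactive read as strong as hits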
hIAP inh = blocks human intestinal alkaline phosphatase. 0.12% of 330,000 active. purified IAP, CDP-Star luminescence, 30 min. inhibition, % at 10 µM. P09923;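 active = inhibition reaching a set limit with compound at 10 µM in the primary screen, cut at about 35% in these data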;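 also: plate controls were DMSO wells with enzyme for no effect and no-enzyme buffer wells for full effect; values of inactives mirror those of a sister screen read the other way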
Target sequence (P09923 whole entry, looked up): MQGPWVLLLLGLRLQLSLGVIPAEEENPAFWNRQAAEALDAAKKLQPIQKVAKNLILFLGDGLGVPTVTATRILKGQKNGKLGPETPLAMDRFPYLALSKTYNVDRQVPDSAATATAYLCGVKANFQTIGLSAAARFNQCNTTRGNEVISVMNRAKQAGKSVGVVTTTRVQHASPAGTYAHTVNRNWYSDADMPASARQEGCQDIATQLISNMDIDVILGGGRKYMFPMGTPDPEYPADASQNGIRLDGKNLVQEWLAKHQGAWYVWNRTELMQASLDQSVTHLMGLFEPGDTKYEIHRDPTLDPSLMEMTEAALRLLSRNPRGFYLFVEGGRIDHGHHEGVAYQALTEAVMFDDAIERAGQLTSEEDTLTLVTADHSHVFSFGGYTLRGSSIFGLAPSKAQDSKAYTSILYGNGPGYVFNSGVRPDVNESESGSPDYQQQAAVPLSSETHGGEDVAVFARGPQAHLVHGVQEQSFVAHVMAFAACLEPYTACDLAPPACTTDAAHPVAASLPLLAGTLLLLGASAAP
hIAP activ = increases human intestinal alkaline phosphatase activity. 0.16% of 330,000 active. purified human IAP, CDP-Star luminescence, 30 min; active compounds read high; 1 = vehicle-only enzyme, 0 = enzyme-free background. P09923. activation factor at 10 µM. AID 2524;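 active = activation factor of the enzyme at least 2-fold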; also: the source names both 10 and 20 µM as test concentration; values of inactives mirror those of a sister screen read the other way
ATG4B inhibitor = inhibitors of human ATG4B cysteine protease. ATG4B cleavage of LC3-PLA2, NBD-HPC fluorescence, 1 h. AID 504462. inhibition, % at 8.33 µM. 0.51% of 340,000 active. Q9Y4P1; in the data active = inhibition above about 40%
A3G deaminase = inhibitors of human APOBEC3G DNA deaminase; Q9HC16; recombinant A3G, ssDNA deamination FAM/TAMRA fluorescence; inhibition, % at 20 µM; 0.28% of 330,000 active; AID 493012;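 active = inhibition of at least 40% at 20 µM, with no more than 30% in the related APOBEC3A deaminase screen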;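 also: plate controls were DMSO wells with A3G for no effect and wells lacking A3G enzyme for full effect; some compounds called inactive have numbers as strong as hits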
Target sequence (Q9HC16 whole entry, looked up): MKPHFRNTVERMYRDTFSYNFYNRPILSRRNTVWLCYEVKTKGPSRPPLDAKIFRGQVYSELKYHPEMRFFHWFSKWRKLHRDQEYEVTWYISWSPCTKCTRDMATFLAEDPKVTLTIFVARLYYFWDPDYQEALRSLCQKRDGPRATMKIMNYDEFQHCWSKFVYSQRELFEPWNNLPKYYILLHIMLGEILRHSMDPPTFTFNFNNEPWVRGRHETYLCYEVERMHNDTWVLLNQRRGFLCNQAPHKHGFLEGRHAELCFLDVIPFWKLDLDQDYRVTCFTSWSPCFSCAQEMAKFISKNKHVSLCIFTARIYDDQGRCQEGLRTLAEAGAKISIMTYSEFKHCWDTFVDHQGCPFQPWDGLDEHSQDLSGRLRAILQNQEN
* hit, by the source's call.

SMILES | A3A deaminase | ATG4B inhibitor | mIAP block | mIAP activ | hIAP activ | hIAP inh | A3G deaminase | MPTP inh | beta cell repl
Cc1cc(C)c2c(c1)/C(=N/NS(=O)(=O)c1ccccc1)CCC2 | 3 | -12 | 1 | 0.99 | 1 | -4 | 0 | 0.6 | -1
CCc1ccc(C2=Nn3c(nnc3-c3cccs3)SC2)cc1 | -5 | -8 | 16 | 0.84 | 1.1 | -7 | -7 | 25 | -5
COCCN(C(=O)COC(=O)/C=C/c1nc2ccccc2s1)c1c(N)n(Cc2ccccc2)c(=O)[nH]c1=O | 0 | 5 | -2 | 1 | 1 | -3 | -5 | -1.6 | -6
Cc1cc(S(=O)(=O)NC(C)C)ccc1OCC(=O)N1CCOCC1 | 2 | 3 | 11 | 0.89 | 0.83 | 17 | -3 | -1.3 | 2
COc1ccc(C(=O)CC(=O)C(=O)Nc2cc(C)ccc2C)cc1 | -4 | -13 | -1 | 1 | 1 | -2 | -6 | 1.6 | -1
CC(=O)Nc1cccc(C(=O)Nc2cccc3ncccc23)c1 | 40 | -7 | 4 | 0.96 | 0.97 | 3 | 7 | -1.4 | -3
CC(C)OC(=O)CSc1nnc(SCc2cccc3ccccc23)s1 | 1 | 7 | -3 | 1 | 0.88 | 12 | 1 | -9.1 | -1
C[C@@H]1[C@H](O)C[C@@]23COC(=O)C2=CCC[C@@H]3[C@@]1(C)CC/C(=C/CO)CO | -1 | -8 | -2 | 1 | 0.91 | 9 | -3 | -0.4 | -1
COc1cc2c(cc1OC)-c1cc(NCc3ccccn3)nc(=O)n1CC2 | 3 | -10 | 4 | 0.96 | 0.98 | 2 | -4 | 0.8 | -3
CC(C)NC(=O)C1CCCN(S(=O)(=O)c2cccc3nonc23)C1 (configuration not stated) | 2 | -8 | -6 | 1.1 | 0.85 | 15 | 2 | -0.1 | -2
CCOC(=O)Nc1sc(C)c(C)c1C(N)=O | -3 | -2 | 0 | 0.99 | 0.7 | 30 | -3 | -0.4 | 0
COc1cc(/C=C/C(=O)OCC(=O)NC2CCCCCCC2)ccc1O | 0 | -2 | 3 | 0.97 | 1 | 0 | -3 | -1.3 | 2
COc1ccc(S(=O)(=O)N2CCOCC2)cc1NC(=O)COC(=O)C1CC1C (configuration not stated) | 3 | -9 | -4 | 1 | 0.96 | 4 | -1 | -1.9 | -1
Cc1cccc(C)c1NC(=O)CNC(=O)CNC(=O)Cc1cccc2ccccc12 | 0 | -4 | 3 | 0.97 | 1 | -2 | 3 | -0.9 | -3
CCCOc1ccc(-c2c(C(=O)N/N=C/c3cccs3)nnn2-c2nonc2N)cc1 | -3 | 17 | 15 | 0.85 | 1.2 | -21 | -4 | -3.1 | -4
CCNC(=O)CC1C(=O)N(CC)C(=S)N1NC(=O)c1cccnc1 (configuration not stated) | -1 | -3 | 5 | 0.95 | 1.1 | -9 | -7 | -2.6 | 0
CCc1ccc(NC(=O)Cn2cnc([N+](=O)[O-])c2)cc1 | -6 | 4 | 1 | 0.99 | 1.2 | -21 | -7 | 1.8 | -2
CC(C)(C)n1nnnc1C(c1ccc(C#N)cc1)N1CCCC2(CCCCC2)C1 (configuration not stated) | -1 | -24 | 12 | 0.88 | 0.95 | 5 | -5 | 4.5 | -5
CCCCc1nnc(NC(=O)CSc2nc(O)c(Cc3ccccc3)c(=O)[nH]2)s1 | 0 | 0 | 8 | 0.92 | 0.84 | 16 | -5 | -0.6 | -3
Cc1cc(Cn2nc(C(=O)NCc3cccc(Br)c3)cc2-c2ccccc2)on1 | 1 | 34 | -11 | 1.1 | 0.91 | 9 | -3 | 0.0 | -6

Additional structures follow:
SMILES | A3A deaminase | ATG4B inhibitor | mIAP block | mIAP activ | hIAP activ | hIAP inh | A3G deaminase | MPTP inh | beta cell repl
CCN(C(=O)COC(=O)c1ccc(COc2ccc3c(C)cc(=O)oc3c2)cc1)C1CCS(=O)(=O)C1 (configuration not stated) | 1 | -20 | 5 | 0.95 | 0.89 | 11 | -4 | 1.5 | 1
COc1ccc(N(CC(=O)NC2CCCC2)C(=O)CCC(=O)Nc2nc(C)cs2)cc1OC | 1 | 6 | 5 | 0.95 | 0.95 | 5 | -13 | -0.5 | -2
Cc1cnc(C(=O)Nc2cccc(-c3nnc4n3CCCCC4)c2)cn1 | -2 | -1 | 2 | 0.98 | 0.94 | 6 | -3 | -0.8 | -2
CC(=O)Nc1ccc(S(=O)(=O)N(C)CC(=O)NNc2c(F)c(F)cc(F)c2F)cc1 | 3 | -56 | -3 | 1 | 1.1 | -6 | -3 | -2.6 | -1
O=C(COc1ccc(F)cc1Cl)Nc1cccc(S(=O)(=O)N2CCCCCC2)c1 | 3 | 13 | -92 | 1.9 | 1.1 | -6 | -5 | 0.6 | -6
O=C(CCN1C(=O)c2ccccc2S1(=O)=O)Nc1ccccc1O | -6 | 4 | -3 | 1 | 1.1 | -13 | -8 | -0.6 | -2
COc1ccc(C(=O)Nc2ccc(C3(C#N)CCCC3)cc2)cc1 | -1 | -6 | -4 | 1 | 1 | 0 | -5 | 0.0 | 3
O=C(COC(=O)c1ccccc1C(=O)c1ccccc1)NCCc1ccc(Cl)cc1Cl | -2 | 12 | 5 | 0.95 | 0.99 | 1 | -6 | 0.7 | 0
C=CCOc1cccc(CNCCCN2CCOCC2)c1 | 8 | 9 | -11 | 1.1 | 0.96 | 4 | -4 | 0.0 | 1
CC1CCCCN1c1nnc(NC(=O)Cn2c(=O)oc3ccccc32)s1 (configuration not stated) | -2 | -12 | -2 | 1 | 0.86 | 14 | -9 | -1.0 | -2
N#Cc1ccc(-c2nc3ccccc3nc2-c2ccccc2)cc1C#N | 3 | 0 | 1 | 0.99 | 0.99 | 1 | -2 | 0.3 | 0
COc1ccc(OC)c(/C=C/C(=O)N2CCN(S(=O)(=O)c3cc(C)ccc3C)CC2)c1 | 1 | -10 | -5 | 1.1 | 0.87 | 13 | -4 | -1.1 | 1
Cc1cc(Cl)c(S(=O)(=O)Nc2ccc3c(c2)OCCO3)cc1OCC(=O)NC1CCCCC1 | 0 | -9 | 2 | 0.98 | 0.87 | 13 | -6 | 13 | -2
CCOc1ccccc1-c1nc(-c2cc3ccccc3nc2OC)no1 | -3 | -9 | 3 | 0.97 | 0.99 | 1 | -8 | -0.9 | -2
O=C(NCCc1ccccc1)C1(S(=O)(=O)c2ccc(Cl)cc2)CC1 | -3 | -3 | 2 | 0.98 | 0.99 | 1 | -7 | 1.4 | -3
CC(Sc1nc(N)c2c3c(sc2n1)CSC(C)(C)C3)C(=O)Nc1ccccc1 (configuration not stated) | 1 | 14 | -21 | 1.2 | 1.1 | -12 | 1 | 7.7 | 0
O=C1CC(N2CCCc3ccccc32)C(=O)N1c1ccccc1Cl (configuration not stated) | -4 | -2 | 2 | 0.98 | 1 | -4 | -10 | -2.7 | 0
COc1ccc(C(=O)C(O)C(c2ccc(C)cc2)N2CCOCC2)cc1OC (configuration not stated) | -4 | 0 | 7 | 0.93 | 0.89 | 11 | -2 | 0.6 | -3
COc1cccc(/C(C)=N/NS(=O)(=O)c2ccc(Cl)cc2)c1 | -1 | -8 | 2 | 0.98 | 0.95 | 5 | -3 | -0.2 | 1
CN1CCN(C(=O)CSc2ccc(Cl)cc2)CC1 | 2 | -7 | -2 | 1 | 0.93 | 7 | 5 | 0.1 | -4

(continued)
SMILES | A3A deaminase | ATG4B inhibitor | mIAP block | mIAP activ | hIAP activ | hIAP inh | A3G deaminase | MPTP inh | beta cell repl
O=c1cc(N2CCCCC2)c(-c2ccccc2)n[nH]1 | 1 | -8 | 9 | 0.91 | 0.87 | 13 | -2 | 0.0 | 1
CC(C)c1ccc(S(=O)(=O)c2cnc(=S)[nH]c2N)cc1 | -4 | 3 | 6 | 0.94 | 0.91 | 9 | -8 | 1.0 | -4
COc1cccc(C(=O)Nc2ccc(NC(=O)C3CC=CCC3C(=O)O)cc2)c1 (configuration not stated) | -5 | 0 | -10 | 1.1 | 1.2 | -21 | -5 | -0.2 | -2
Cc1ccc(/C(N)=N/OC(=O)COc2ccccc2Cl)cc1 | 0 | -1 | 8 | 0.92 | 1.1 | -9 | -3 | 1.0 | 2
CN(C(=O)CSC1=Nc2ccccc2C2=NC(c3ccccc3)C(=O)N12)C1CCCCC1 (configuration not stated) | 3 | -8 | 7 | 0.93 | 1 | -3 | 11 | 0.9 | -1
CC(=O)Nc1ccc(/C(C)=N/NS(=O)(=O)c2ccccc2)cc1 | -5 | -6 | -5 | 1.1 | 1.1 | -7 | -7 | -0.3 | -2
Cc1nn(-c2ccccc2)c(N)c1N=Nc1cccc(S(=O)(=O)N2CCOCC2)c1 | -4 | 44* | 2 | 0.98 | 1.1 | -9 | -1 | 2.3 | -2
CN1CCCN(C(=O)c2ccc(Br)s2)CC1 | -3 | 1 | 7 | 0.93 | 1.1 | -5 | -7 | -1.3 | 0
Cc1onc(-c2ccccc2)c1C(=O)NC(=S)NNC(=O)c1ccncc1 | 0 | 1 | 19 | 0.81 | 1.8 | -78 | -6 | -1.2 | -1
CN(C(=O)c1ccccc1OC1CCN(S(C)(=O)=O)CC1)C1CCOC1 (configuration not stated) | 3 | -3 | 3 | 0.97 | 1.1 | -7 | -2 | -0.8 | 2
CCn1cc(C(=O)Nc2cccc(C(=O)OC)c2)c(=O)c2ccc(C)nc21 | -8 | -2 | -1 | 1 | 0.99 | 1 | -4 | -1.2 | -2
COc1cccc(C(=O)COC(=O)c2n[nH]c(=O)c3ccccc23)c1 | -2 | -4 | -5 | 1.1 | 0.95 | 5 | -4 | 0.6 | 1
COc1ccc(CCN(C)C(=O)COc2ccc(C(=O)c3ccccc3)cc2)cc1OC | 3 | -10 | 14 | 0.86 | 0.88 | 12 | -5 | -1.2 | 3

Arranged by SMILES length (falling): some entries from above
SMILES | A3A deaminase | ATG4B inhibitor | mIAP block | mIAP activ | hIAP activ | hIAP inh | A3G deaminase | MPTP inh | beta cell repl
CN(C(=O)CSC1=Nc2ccccc2C2=NC(c3ccccc3)C(=O)N12)C1CCCCC1 (configuration not stated) | 3 | -8 | 7 | 0.93 | 1 | -3 | 11 | 0.9 | -1
Cc1nn(-c2ccccc2)c(N)c1N=Nc1cccc(S(=O)(=O)N2CCOCC2)c1 | -4 | 44* | 2 | 0.98 | 1.1 | -9 | -1 | 2.3 | -2
Cc1onc(-c2ccccc2)c1C(=O)NC(=S)NNC(=O)c1ccncc1 | 0 | 1 | 19 | 0.81 | 1.8 | -78 | -6 | -1.2 | -1
CC(=O)Nc1ccc(/C(C)=N/NS(=O)(=O)c2ccccc2)cc1 | -5 | -6 | -5 | 1.1 | 1.1 | -7 | -7 | -0.3 | -2
CC(C)c1ccc(S(=O)(=O)c2cnc(=S)[nH]c2N)cc1 | -4 | 3 | 6 | 0.94 | 0.91 | 9 | -8 | 1.0 | -4
Cc1ccc(/C(N)=N/OC(=O)COc2ccccc2Cl)cc1 | 0 | -1 | 8 | 0.92 | 1.1 | -9 | -3 | 1.0 | 2
O=c1cc(N2CCCCC2)c(-c2ccccc2)n[nH]1 | 1 | -8 | 9 | 0.91 | 0.87 | 13 | -2 | 0.0 | 1
CN1CCCN(C(=O)c2ccc(Br)s2)CC1 | -3 | 1 | 7 | 0.93 | 1.1 | -5 | -7 | -1.3 | 0
